Compound activity from PubChem.
KCNH2 3.1 block: inhibitors of human KCNH2 3.1 potassium channel isoform. AID 720553. U2OS KCNH2 3.1, thallium flux FluxOr; active compounds read low. 340,000 compounds, 0.95% hits. activity change, % (tested at about 1.8 µM);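 active = maximum activity change below -70%; inconclusive = maximum activity change from -70% to -50%; inactive = maximum activity change above -50%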;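 note: thallium influx rate constant from kinetic fluorescence after stimulation buffer; % is set by controls: 0 for no effect and ±100 for the full control effect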
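FluxOr-based Tl+ influx in U2OS cells transduced with KCNH2 3.1 virus; rate constants normalized to DMSO controls.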
TCR activator: activators of T cell receptors | primary human leukocytes, anti-CD3, IL-2 HTRF, 48 h | Potency, µM (doses to about 9.22 µM), inactives show top-dose activation of IL-2 secretion, actives largely listed as activators | 330,000 tested, under 10 active | AID 504894; note: % of control where 0% means no effect
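Using a-CD3 beads without co-stimulation, primary human leukocytes were exposed to compounds for 48 hr. An HTRF IL-2 kit measured the cytokine, with europium-to-d2 energy transfer producing emission at 665nm upon 320nm excitation.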
Mito fusion act: mitochondrial division inhibition or fusion activation | S. cerevisiae fusion-defective mutant growth rescue, CellTiterGlo 48 h | Potency, µM (top dose mostly 46.1 µM), without a hit: at the top dose growth rescue (activation), actives largely listed as activators | 320,000 compounds, 0.23% hits;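 note: potency is the fitted concentration of half-maximal effect; % of control where 0% means no effect; nearly all actives have a fitted effect of over 45% in size; temperature-sensitive fusion mutants such as fzo1-1 at 37 °C on non-fermentable ethanol glycerol medium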
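Compounds are tested for their ability to restore growth of mitochondrial fusion-defective yeast strains at non-permissive 37C in YPEG medium over 48 hours. Viability is quantified by luciferase luminescence.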
USP2a inh: inhibitors of human ubiquitin-specific protease USP2a; O75604; Potency, µM (titrated, usually from 38.3 µM), for inactives: at the top dose activity change, negative = inhibition, most hits filed as inhibitors; 330,000 compounds, 0.01% hits; USP2 core, Ub-CHOP2 coupled fluorogenic reporter, 485/531;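 note: potency is the fitted concentration of half-maximal effect; plate controls were DMSO wells for no effect and full inhibition by NEM control for full effect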
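USP2 core (10nM final) preincubated 30min RT with compound in 20mM Tris-HCl pH 8.0, 2mM CaCl2, 2mM beta-mercaptoethanol, 0.05% CHAPS; 25nM Ub-CHOP2 plus 25nM reporter substrate added, fluorescence (Ex485/Em531) read after 60min.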
Eya2 phos inh: blocks the phosphatase activity of human Eya2 | recombinant Eya2, OMFP fluorescence dephosphorylation (OMFP is methylfluorescein phosphate) | O00167 | Potency, µM (top dose mostly 76.9 µM), for the others: top-dose activity, negative = inhibition, usual class: inhibitors | 330,000 compounds, 0.006% hits; note: potency is the fitted concentration of half-maximal effect; % is set by controls: 0 for no effect and ±100 for the full control effect
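Eya2 protein (added as 0.2 uM solution) was preincubated with compound for 10 min at ambient temperature in 50 mM HEPES pH 7.5, 50 mM NaCl, 5 uM MgCl2, 0.05% BSA, 1 mM DTT. OMFP (added at 50 uM) then reacted 10 min; fluorescence read at 485/525 nm.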
ELG1 repair inh: inhibitors of ELG1-dependent DNA repair in HEK293T cells; Potency, µM (series often up to 46.1 µM), without a hit: top-dose activity change, negative = inhibition, usual class: inhibitors; 330,000 compounds, 2.3% hits; HEK293T ELG1-luciferase reporter, luminescence, 16 h; DNA damage induced by 5-fluorouridine; note: potency is the fitted concentration of half-maximal effect; % is set by controls: 0 for no effect and ±100 for the full control effect; nearly all actives have a fitted effect of over 55% in size
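Luminescence from the luciferase reporter, measured 30 min after ONE-Glo reagent at room temperature, was the read-out. Beforehand, 2,000 cells per well were exposed for 16 hr at 37 °C to 5-fluorouridine together with compound or vehicle.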
TRPV1 ag: agonists of human vanilloid receptor 1 (TRPV1); Q8NER1; TRPV1-expressing cells, Fluo-8 calcium influx, agonist mode; activation, % at 8.33 µM; 320,000 compounds, 0.19% hits; AID 540275; in the data active = activation above about 80%; inconclusive = between about 30% and that limit; note: 0% is about no effect
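Cells expressing TRPV1 were dye-loaded with Fluo-8 and read kinetically: 10 s baseline, 3 min after compound (agonist portion), then 2 min after EC20 capsaicin (allosteric enhancer portion). Calcium-bound dye fluorescence at 480/520 nm.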
TSHR antagonist: human thyrotropin receptor antagonism. P16473. TSHR-expressing cells, TSH-stimulated cAMP HTRF, 2 h; active compounds read low. activity change, negative = inhibition, % at 11.5 µM. 330,000 compounds, 0.2% hits. AID 504810;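 active = activity change below a set negative limit, meaning inhibition stronger than a set level, cut at about -70% in these data; inconclusive = activity change between two set negative limits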; note: % is set by controls: 0 for no effect and ±100 for the full control effect
Target sequence (P16473 whole entry, looked up): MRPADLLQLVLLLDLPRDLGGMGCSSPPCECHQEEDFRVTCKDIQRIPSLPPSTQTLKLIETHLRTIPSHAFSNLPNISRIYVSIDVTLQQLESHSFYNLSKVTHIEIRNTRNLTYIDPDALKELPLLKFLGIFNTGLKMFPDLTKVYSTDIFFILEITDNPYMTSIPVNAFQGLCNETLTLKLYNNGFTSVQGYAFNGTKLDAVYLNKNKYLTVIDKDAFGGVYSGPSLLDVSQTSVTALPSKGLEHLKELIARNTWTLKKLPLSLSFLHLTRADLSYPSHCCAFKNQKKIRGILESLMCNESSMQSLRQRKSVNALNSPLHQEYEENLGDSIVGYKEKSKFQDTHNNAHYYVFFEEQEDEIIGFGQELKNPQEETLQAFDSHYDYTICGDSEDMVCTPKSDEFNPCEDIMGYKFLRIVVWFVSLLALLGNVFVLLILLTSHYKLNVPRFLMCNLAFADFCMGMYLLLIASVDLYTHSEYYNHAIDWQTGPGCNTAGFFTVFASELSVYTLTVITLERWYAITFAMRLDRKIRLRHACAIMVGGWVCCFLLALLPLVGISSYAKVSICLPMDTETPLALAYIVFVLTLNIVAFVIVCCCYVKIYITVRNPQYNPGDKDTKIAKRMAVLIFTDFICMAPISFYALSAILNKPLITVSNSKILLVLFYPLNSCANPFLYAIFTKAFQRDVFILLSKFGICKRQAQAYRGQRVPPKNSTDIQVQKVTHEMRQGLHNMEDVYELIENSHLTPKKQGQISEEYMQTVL
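Read-out is FRET at 665 nm (cryptate excitation 337 nm) from a cryptate-tagged anti-cAMP antibody, competed by cell cAMP against cAMP-d2. Compounds are tested on freshly harvested TSHR cells challenged with 4nM TSH (EC80) for 2 hours at 37 deg C.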
hERG WT inh: inhibitors of human wildtype KCNH2 potassium channel; U2OS, BacMam KCNH2, thallium flux FluxOr; active compounds read low; 340,000 compounds, 0.37% hits; activity change, % at 1.84 µM; Q12809;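 active = maximum activity change below -70%; inconclusive = maximum activity change between -70% and -50%; inactive = maximum activity change above -50%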; note: % is set by controls: 0 for no effect and ±100 for the full control effect
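U2OS cells were transduced with wild-type KCNH2 virus (2.03 x 10^8 / mL) for 4 h at room temperature, then cultured overnight at 37 C. Thallium flux was read with FluxOr dye. Rate constants were normalized to DMSO controls.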
A-T KAP1 phos: potential ataxia-telangiectasia treatments restoring KAP-1 phosphorylation. Potency, µM (top dose mostly 57.5 µM), for inactives: at the top dose activation, most hits filed as activators. […] A-T fibroblasts, KAP-1 phosphorylation AlphaLISA; neocarzinostatin DNA damage 30 min before lysis. 320,000 compounds, 0.19% hits; note: potency is the fitted concentration of half-maximal effect; % of control where 0% means no effect; nearly all actives have a fitted effect of over 45% in size
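ATM-like activity read as KAP-1 phosphorylation via AlphaLISA donor/acceptor antibody pairs after lysis and 6 hr at 25C. Cells were ATM-null patient fibroblasts ([…], hTERT), dosed 60 min, then exposed to the DSB inducer NCS for 30 min.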
An asterisk follows results filed as active; i = inactive; ? = inconclusive; nt = no result given; [ ] = another dose, or the depositor's remark. Unless noted, calls come from the whole dose curve; as a rule, active = well fitted curve in the direction sought with a large enough effect; inconclusive = small, poorly fitted or top-dose-only effect, or another doubt; inactive = no such curve, though single readings can be large; an effect the other way counts as inactive or inconclusive. Some of the compounds tested; the hit share may differ from the screen's.

SMILES | KCNH2 3.1 block | TCR activator | Mito fusion act | USP2a inh | Eya2 phos inh | ELG1 repair inh | TRPV1 ag | TSHR antagonist | hERG WT inh | A-T KAP1 phos
Cc1ccsc1C(=O)N1CCC(CO)(Cc2ccccc2)CC1 | 2 | 0% | -4% | 0% | 1% | -3% | 2 | 16 | 2 | -2%
CCOC(=O)Cc1n[nH]c(=O)c2ccccc12 | 8 | 4% | -11% | 1% | 1% | 15% | 0 | 3 | -19 | -2%
N=C1CCC(=N)c2c1c(O)c1ccccc1c2O | 9 | 4% | -3% | 22% | -2% | ? | -3 | 3 | -4 | -7%
COc1ccc(C(=O)OC(C)C(=O)Nc2cc(C(F)(F)F)ccc2Cl)c(OC)c1OC (stereo not drawn) | -1 | -4%[46.1 µM] | 16% | -6% | -28% | 21µM* | 0 | 2 | 4 | 3%
Cc1ccc(-c2csc(/C=C3\SC(C)C(=O)N3CC(=O)Nc3ccccc3F)n2)cc1 (stereo not drawn) | -17 | 0% | 0% | 0% | ? | -4% | 1 | -7 | -6 | -5%
CC(=O)C[C@@H](O)CC(=O)[C@H]1OC(=O)[C@H](C)CCCCc2ccccc21 | 0 | -5% | nt | 2% | -8% | 5% | nt | -11 | 0 | 11%
Cc1[nH]n(C(N)=S)c(=O)c1N=Nc1cccc([N+](=O)[O-])c1C | -6 | nt | 2% | 0% | -13% | ? | -4 | 20 | 8 | -2%
Cc1cc(C)nc(N/N=C/c2cn[nH]c2-c2ccccc2)n1 | 0 | -1% | 1% | 1% | 4% | -16% | -2 | -1 | -1 | 3%
CC(=O)NC(CC(=O)OCC(=O)Nc1cc(S(=O)(=O)N2CCCCC2)ccc1C)c1ccccc1 (stereo not drawn) | 14 | -2% | nt | 2% | 4% | 19% | nt | nt | 3 | 21%
O=c1oc2ccccc2cc1-c1cn2cccnc2n1 | -14 | -4% | 2% | -1% | 7% | ? | -1 | -9 | -4 | 8%
O=C(Nc1ccccc1Sc1ccccc1)c1ccccc1 | -16 | 1% | 15% | 4% | -3% | 10% | -1 | -9 | 6 | 3%
Cc1ccc(-c2csc(N(CCO)CCCn3c(C(F)(F)F)nc4ccccc43)n2)cc1 | 1 | 0% | 8% | -1% | -1% | ? | 9 | ? | 3 | 28%
Cc1ccc(-n2nc3c(c2NC(=O)c2cccs2)CS(=O)(=O)C3)cc1 | 12 | -6% | -1% | 1% | -1% | 3% | -2 | 3 | 3 | 2%
COc1ccc(C2CC(C(F)(F)F)n3nc(C(=O)Nc4c(C)n(C)n(-c5ccccc5)c4=O)c(Cl)c3N2)cc1 (stereo not drawn) | nt | -4%[46.1 µM] | -3% | 3% | -17% | -9% | -3 | 0 | nt | -1%
CC(C)(C)C1CCc2sc(C(=O)NNC(=O)CCl)cc2C1 (stereo not drawn) | 3 | -9% | 23% | -1% | 4% | ? | ? | -9 | -45 | -5%
Cc1nc(C)c(NC(=O)OC(C)C)cc1NC(=O)OC(C)C | 1 | 5% | 1% | -4% | 3% | -2% | 4 | 0 | i | 6%
Cc1ccccc1C(=O)N1CCN(c2ccc(NC(=O)c3ccco3)cc2)CC1 | -6 | -9% | 3% | 0% | 6% | -9% | 13 | -10 | -1 | -8%
CCc1ccccc1NC(=O)C1CCCN1C(=O)NCc1ccccc1 (stereo not drawn) | 26 | -4% | -2% | 2% | -17% | 3% | -1 | 11 | -12 | 0%
O=C(O)c1ccc(NS(=O)(=O)c2cccc3cccnc23)cc1 | -9 | -2% | 5% | 2% | 20% | 2% | -1 | 23 | 2 | 11%
O=c1ccc(-c2ccc(S(=O)(=O)Nc3ccccc3)o2)n[nH]1 | 9 | 12% | 2% | -1% | -19% | ? | -2 | 15 | -10 | -5%
COc1cc(OC)cc(-c2n[nH]c(=S)n2-c2ccc3c(c2)OCO3)c1 | 10 | -5%[46.1 µM] | -1% | 0% | 3% | 9% | -2 | -5 | 4 | -7%
Cc1nc([N+](=O)[O-])cn1CC(=O)c1ccc(Cl)cc1 | 5 | 4% | 24% | 1% | 5% | -5% | 0 | 1 | 1 | -3%
COc1cccc2cc(CC(=O)c3ccccc3)c(=O)oc12 | -13 | 1% | -3% | 1% | -2% | ? | 4 | 5 | 8 | 0%
COc1ccc([N+](=O)[O-])cc1NC1CCN(C(=O)c2cccs2)CC1 | -17 | -2% | 2% | -1% | 14% | -21% | -14 | -37 | 7 | 0%
Cc1cc(SCC(=O)NC(=O)NCc2ccco2)nc2ccccc12 | -15 | -1% | -3% | -3% | 7% | -12% | 2 | -3 | 9 | 3%

Look-ups from the entries so far:
Under hERG WT inh, CC(=O)NC(CC(=O)OCC(=O)Nc1cc(S(=O)(=O)N2CCCCC2)ccc1C)c1ccccc1 (stereo not drawn) reads 3
Under TCR activator, O=C(Nc1ccccc1Sc1ccccc1)c1ccccc1 reads 1%

(cont.)
SMILES | KCNH2 3.1 block | TCR activator | Mito fusion act | USP2a inh | Eya2 phos inh | ELG1 repair inh | TRPV1 ag | TSHR antagonist | hERG WT inh | A-T KAP1 phos
Cn1nc(-c2ccc(Cl)cc2)cc1NC(=O)CC(C)(C)CC(=O)O | -17 | 5% | -1% | 4% | 4% | ? | 1 | -9 | -1 | -1%
CC(C)NC(=O)NC(=O)CSc1nnc(COc2ccccc2F)n1C(C)C1CC2CCC1C2 (stereo not drawn) | 1 | 4% | -12% | -12% | -21% | -28% | 8 | 4 | 7 | -7%
O=C(NC1CCCCC1)N1CCC(n2c(=O)[nH]c3ccccc32)CC1 | 0 | -12% | 2% | -1% | -12% | ? | 4 | -4 | -12 | -1%
CCN(CC)CCCn1c(C)cc2c(c1=O)C(c1cc(OC)c(OC)cc1OC)C(C#N)=C(N)O2 (stereo not drawn) | 24 | -4% | 0% | 1% | -2% | 5% | -2 | -2 | -20 | 0%
COc1cccc(N2C(N)=NC(N)=NC2(C)C)c1 | 4 | -4% | -2% | 0% | -16% | 7% | -3 | 6 | -3 | -3%
Cc1ccc(C(=O)N2CCN(c3ccccc3)CC2)cc1C | -11 | -8% | -2% | 1% | -19% | ? | ? | 8 | -1 | 2%
CCOc1ccc(-c2nnc(SCc3nnc(-c4ccccc4)o3)n2-c2ccccc2F)cc1 | -4 | -7% | 4% | 0% | -7%[15.4 µM] | ? | 8 | 4 | 14 | 6%
CCc1cccc(NC(=O)CCS(=O)(=O)c2ccc(Br)cc2)c1 | -14 | 0% | -3% | -2% | -21% | -9% | 10 | 6 | 3 | 3%
COc1ccc(CCCC(=O)Nc2ccccc2F)cc1 | 10 | -11%[46.1 µM] | 1% | 1% | -1% | ? | 24 | 6 | -8 | 6%
CCc1nnc(NS(=O)(=O)c2ccc(NC(=O)c3cc(Cl)ccc3Cl)cc2)s1 | -3 | 3% | 1% | -1% | 11% | -3% | -1 | -10 | -2 | 5%
CCOC(=O)N1CCN(S(=O)(=O)c2cc(Br)cc3c2N(C(C)=O)C(C)C3)CC1 (stereo not drawn) | -2 | -3% | 1% | 2% | -21% | -4% | 6 | 0 | -5 | 1%
O=C(Nc1ccccc1Cl)C1CC(=O)N(c2ccccc2)C1 (stereo not drawn) | -7 | 0% | 7% | 3% | 9% | 0% | 9 | 22 | 6 | 2%
CN(Cc1cnn(C)c1)C(=O)C1CCC(=O)N(Cc2ccc(Cl)cc2)C1 (stereo not drawn) | -8 | 7% | -1% | 1% | 2% | ? | 2 | 5 | -7 | -9%
COCCC(=O)N1CCC(Oc2ccc(C(=O)NCCc3ccccn3)cc2)CC1 | 2 | -5% | -1% | 0% | 6% | 0% | 0 | 8 | -10 | 7%
O=C(CSc1nnc(-c2ccccc2)o1)NC1CCS(=O)(=O)C1 (stereo not drawn) | 9 | 0%[46.1 µM] | -1% | 5% | 9% | 12% | 2 | -3 | 1 | 0%
O=C(CN1CCCCC1)N/N=C/c1ccc(Cl)cc1 | ? | 1% | 0% | 5% | 6% | 11% | 0 | 10 | 20 | 25%
CCOC(=O)CSc1ncnc2c1cnn2-c1ccc(C)cc1 | 4 | 2% | 10% | 0% | -5% | ? | 5 | -11 | 7 | 9%
O=C(NC(=S)Nc1ccc2[nH]ncc2c1)c1ccccc1 | -11 | 0% | -2% | 1% | 5% | ? | 1 | 27 | -10 | -6%
CC(C)(C)c1cc(NC(=O)COc2ccc(Br)cc2)n(-c2ccccc2)n1 | -20 | nt | 3% | 2% | -18% | ? | 15 | -11 | -10 | -5%
O=c1cc(CSc2nc3ccccc3[nH]2)c2ccccc2[nH]1 | 9 | -4% | -9% | 0% | -26% | ? | -4 | 4 | -1 | -5%
Cc1ccc(-n2ncc3c(=O)n(CC(=O)NC4CCCCC4)cnc32)cc1C | 7 | 2% | -2% | 0% | -17% | 0% | -2 | nt | -2 | -19%
Cc1ccc2c(c1)C1CN(C)CCC1N2S(=O)(=O)c1ccc(C#N)cc1 (stereo not drawn) | -20 | nt | -2% | 2% | 12% | 0% | 3 | 5 | 14 | 6%
